Screening data from PubChem BioAssay.
BRCA1 expr act = activators of BRCA1 expression. MCF7-BRCA1-FFLuc reporter, luminescence, 48 h; response scale: scaled: vehicle 0%, 10 µM genistein 100%. Potency, µM (highest dose often 46.1 µM), without a hit: top-dose activation, actives largely listed as activators. 1.1% of 380,000 active. AID 624202; further: nearly all actives have a fitted effect of over 80% in size; some results filed as inactive show a strong effect at the top dose
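First, MCF7-BRCA1-FFLuc cells (2000/well) attach for 2 h; next, compounds are pin-added and incubated 48 h at 37 °C; finally, luciferase reagent is added and luminescence read after 15 min.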
uPA surface inh = inhibitors of cell surface uPA generation; 0.31% of 330,000 active; Potency, µM (series often up to 38.3 µM), for the others: at the highest dose activity change, negative = inhibition, usual class: inhibitors; AID 540303; cell surface uPA generation assay, qHTS; active means well fitted inhibition curve with a large enough effect; inconclusive means small, poorly fitted or top-dose-only effect; inactive means no such curve, though single readings can be large or run the other way; tested in mouse RAW 264.7 cells; further: on the % scale 0 is the no-effect control and ±100 the full control effect; nearly all actives have a fitted effect of over 55% in size
Rab9 prom act = activates the Rab9 promoter. Huh7 Rab9 promoter-luciferase reporter, luminescence, 24 h. Potency, µM (titrated, usually from 9.22 µM), inactives show top-dose activation, negative = inhibition, actives largely listed as activators. 2.8% of 320,000 active; further: % of control where 0% means no effect; nearly all actives have a fitted effect of over 60% in size
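Luciferase signal after 10 min detection reagent at ambient indicates Rab9 promoter upregulation; stably transfected Huh7 cells were treated 24 h with compound in DMSO at 37 °C, 5% CO2.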
FLuc modulator = counter-screen for miR-21 project: firefly luciferase inhibitors or activators; P08659; purified FLuc, Km substrates, luminescence inhibition; Potency, µM (top dose mostly 57.5 µM), for the others: at the highest dose activity change, negative = inhibition, actives largely listed as inhibitors; 6.9% of 360,000 active; AID 588342;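 further: plate controls were vehicle for no effect and reference inhibitor for full effect; nearly all actives have a fitted effect of over 55% in size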
Target sequence (P08659 whole entry, looked up): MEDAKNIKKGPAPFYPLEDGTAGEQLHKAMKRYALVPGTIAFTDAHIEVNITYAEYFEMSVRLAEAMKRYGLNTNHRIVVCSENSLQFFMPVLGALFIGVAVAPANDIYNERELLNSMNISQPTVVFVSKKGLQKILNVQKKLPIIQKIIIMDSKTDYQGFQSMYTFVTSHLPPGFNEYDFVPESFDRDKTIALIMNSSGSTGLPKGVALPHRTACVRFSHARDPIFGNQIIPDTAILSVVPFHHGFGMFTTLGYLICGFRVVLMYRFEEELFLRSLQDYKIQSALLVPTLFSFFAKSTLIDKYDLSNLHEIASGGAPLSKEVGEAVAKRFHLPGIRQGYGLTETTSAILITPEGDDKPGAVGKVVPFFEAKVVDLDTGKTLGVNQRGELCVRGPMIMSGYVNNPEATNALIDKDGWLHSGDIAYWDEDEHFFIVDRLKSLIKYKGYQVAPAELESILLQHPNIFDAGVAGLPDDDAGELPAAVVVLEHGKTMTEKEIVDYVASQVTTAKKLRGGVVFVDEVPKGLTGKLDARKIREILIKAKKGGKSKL
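Purified P. pyralis luciferase (10nM final) with 10uM D-luciferin and 10uM ATP (Km levels) in 50mM Tris acetate pH 7.5, 10mM Mg acetate, 0.01% Tween-20, 0.05% BSA; qHTS 6-point titration, ~60 µM downward; luminescence read.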
NPC1 prom act = NPC1 promoter activation; Huh7 NPC1 promoter luciferase reporter, 24 h; Potency, µM (series often up to 9.22 µM), for inactives: at the highest dose activation, most hits filed as activators; 2.4% of 320,000 active; AID 485313;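 further: % of control where 0% means no effect; nearly all actives have a fitted effect of over 60% in size; reporter is driven by a mutant NPC1 promoter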
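Compounds in DMSO were transferred onto Huh7 NPC1-luciferase reporter cells pre-incubated 2 h; after 24 h at 37 °C, Amplite reagent was dispensed and luminescence recorded 10 min later.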
MBNL1 CUG block = blocks human MBNL1 binding to CUG repeat RNA | Q9NR56 | TR-FRET MBNL1-His/biotin-(CUG)12 binding, 665/545 ratio | Potency, µM (series often up to 57.5 µM), without a hit: at the top dose activity change, negative = inhibition, hits mostly inhibitors | 0.036% of 280,000 active; active means well fitted inhibition curve with a large enough effect in the signal ratio, with a control signal flat, not every such curve was filed as active; inconclusive means small, poorly fitted or top-dose-only effect, or effect the other way, or a change in a side signal; inactive means no such curve, though single readings can be large or run the other way; the % refers to the signal ratio; further: on the % scale 0 is the no-effect control and ±100 the full control effect
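Compound titration spanned 92 nM–58 uM against the MBNL1-His/biotin-(CUG)12 complex. After 60 min at room temperature with 5 nM streptavidin-XL665 and 0.055 ng/ul terbium anti-His, ratiometric 665/545 nm emission (Ex 340 nm) normalized to controls.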
RORg inh = blocks mouse ROR gamma transcriptional activity | Drosophila S2 Gal4-RORgamma UAS-luciferase reporter, 20 h | Potency, µM (titrated, usually from 53.6 µM), inactives show at the top dose activity change, negative = inhibition, most hits filed as inhibitors | 5.4% of 310,000 active | AID 2551; further: on the % scale 0 is the no-effect control and ±100 the full control effect; nearly all actives have a fitted effect of over 60% in size
Target sequence (P51450 whole entry, looked up, the tested form may be a part): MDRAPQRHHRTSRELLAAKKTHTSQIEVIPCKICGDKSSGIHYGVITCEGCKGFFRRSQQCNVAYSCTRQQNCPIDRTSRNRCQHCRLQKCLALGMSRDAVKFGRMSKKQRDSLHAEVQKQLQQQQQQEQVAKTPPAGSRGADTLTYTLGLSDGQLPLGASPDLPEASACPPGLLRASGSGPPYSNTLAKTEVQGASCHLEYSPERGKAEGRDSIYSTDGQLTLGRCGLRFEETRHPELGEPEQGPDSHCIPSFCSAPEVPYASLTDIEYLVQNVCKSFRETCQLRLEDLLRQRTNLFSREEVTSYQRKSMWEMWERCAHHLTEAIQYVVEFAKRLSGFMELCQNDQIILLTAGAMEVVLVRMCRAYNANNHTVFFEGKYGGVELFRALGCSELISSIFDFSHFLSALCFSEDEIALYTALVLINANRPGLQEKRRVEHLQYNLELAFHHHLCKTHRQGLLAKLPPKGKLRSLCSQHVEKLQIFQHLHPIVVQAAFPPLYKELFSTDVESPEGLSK
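Drosophila Schneider cells stably carrying a metallothionein-driven Gal4 DBD–ROR gamma fusion and a UAS-Photinus luciferase reporter were exposed to compound for 1 hr, then induced with copper sulfate (700 uM final) for 20 hr at ambient temperature before luminescence reading.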
Gal4-VP16 FLuc = counter-screen for ROR gamma inhibitors: Gal4-VP16 reporter; Drosophila S2 Gal4-VP16 UAS-luciferase, luminescence, 20 h; Potency, µM (highest dose often 53.6 µM), without a hit: at the top dose activity, negative = inhibition, hits mostly inhibitors; 3.5% of 310,000 active; AID 2546;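 further: Gal4-VP16 expression switched on by copper sulfate through the metallothionein promoter; on the % scale 0 is the no-effect control and ±100 the full control effect; nearly all actives have a fitted effect of over 50% in size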
MLL CXXC-DNA inh = blocks binding of human MLL CXXC domain to DNA | Q03164 | MLL-CXXC / FITC-HOXA9 DNA fluorescence polarization | Potency, µM (top dose mostly 115 µM), without a hit: at the highest dose activity change, negative = inhibition, most hits filed as inhibitors | 0.037% of 290,000 active | AID 2662; active means well fitted inhibition curve with a large enough effect in the polarisation, with a control signal flat, not every such curve was filed as active; inconclusive means small, poorly fitted or top-dose-only effect, or effect the other way, or a change in a side signal; inactive means no such curve, though single readings can be large or run the other way; the % refers to the polarisation
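Steps: dispense CXXC domain solution (7 uM) → pin compounds or unlabeled HOX-A9 DNA control → 5 min ambient → add FLSN-HOX-A9 solution (50 nM) → spin → 30 min ambient → fluorescence polarization. Tris pH 7.5/NaCl/DTT/BSA buffer.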
p53 reactivation = re-activators of mutant p53; 0.063% of 320,000 active; Potency, µM (top dose mostly 92.2 µM), for inactives: at the top dose activity change, positive = activation, actives largely listed as activators; H1299 p53-A138V BP100-luciferase reporter, luminescence, 24 h; further: % of control where 0% means no effect; nearly all actives have a fitted effect of over 45% in size
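p53-null H1299 cells stably carrying temperature-sensitive p53-A138V and a BP100-luciferase reporter were pinned with compounds (4-point, 1:5 series) and held 24 hrs at 37 deg C. Luminescence was read 10 min after detection reagent.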
ELG1 genotoxic = induces genotoxicity in HEK293T cells with luciferase-tagged ELG1; HEK293T ELG1-luciferase reporter, luminescence, 16 h; Potency, µM (highest dose often 46 µM), inactives show at the highest dose activity change, positive = activation, usual class: activators; 1.3% of 330,000 active; further: % of control where 0% means no effect; nearly all actives have a fitted effect of over 60% in size
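Screening used a luciferase reporter fused to human ELG1 in HEK293T cells. Luminescence was read on a CCD plate imager after 16 hr exposure and 30 min ONE-Glo incubation.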
* hit, by the source's call; ? = inconclusive; · = no result given; [ ] = remark or other dose. Unless noted, the call rests on the fitted dose curve; in most records, active means well fitted curve in the direction sought with a large enough effect; inconclusive means small, poorly fitted or top-dose-only effect, or another doubt; inactive means no such curve, though single readings can be large; an effect the other way counts as inactive or inconclusive. Potency means the concentration at half of the fitted maximal effect. Not all compounds are listed; the hit share may differ from the screen's.

SMILES	BRCA1 expr act	uPA surface inh	Rab9 prom act	FLuc modulator	NPC1 prom act	MBNL1 CUG block	RORg inh	Gal4-VP16 FLuc	MLL CXXC-DNA inh	p53 reactivation	ELG1 genotoxic
COc1cccc(CNC(=O)[C@@H](C)N2C(=O)N3CCc4c([nH]c5ccc(OC)cc45)C3(C)C2=O)c1 (stereo not given in full)	-20%	-3%	-6%	1%	2%	-8%	-13%	0%	-12%	·	-3%
Cc1cccc(C)c1NC(=O)CCCSc1nnc(-c2ccc(F)cc2)n1-c1ccccc1	-58%	4%	-3%	2%	-5%	-2%	?	2%	-1%	6%	-7%
Cc1ccc(NS(=O)(=O)c2cn(C)c(=O)n(C)c2=O)c(C)c1	-9%	4%	-4%	-3%	2%	-6%	24%	-6%	·	-6%	-1%
COC(=O)c1nn(-c2cccc(C(F)(F)F)c2)c(=O)cc1Sc1ccccn1	-4%	·	-1%	3%	-4%	?	10%	-3%	12%	-1%	2%
Fc1ccc(CNC(=S)NC2CCCCC2)cc1	-2%	11%	-7%	-2%	-2%	-8%	5µM*	11µM*	-21%	5%	-8%
O=C(C1CCN(S(=O)(=O)N2CCOCC2)CC1)N1CCc2ccccc21	1%	1%	0%	-1%	-4%	9%	-3%	5%	-4%	-9%	1%
CCOC(=O)C1C(=O)NC(c2ccccc2)=NC1c1ccc(F)cc1 (stereo not given)	-2%	4%	3%	7%	1%	5%	0%	-3%	6%	-5%	-1%
COC(=O)CNc1nc(Cl)nc(Nc2ccc(C)cc2)n1	24%	1%	0%	-6%	0%	37%[activator]	11%	6%	20%	-1%	-2%
COc1ccc(CCC(=O)N2CCN(c3cccc(C)c3C)CC2)cc1	-9%	5%	3%	0%	0%	-6%	-11%	0%	6%	-7%	-2%
O=C(c1ccco1)N1CCN(C(=O)N2CCCCC2)CC1	23%	0%	2%	0%	-1%	-6%	12%	-15%	5%	0%	1%
Cc1cccc(N2CCN(c3cc(C)nc4nnnn34)CC2C)c1 (stereo not given)	13%	-3%	-4%	15%	-2%	8%	11%[0.365 µM]	·	6%	7%	9%
CCCCCCCOC(=O)C[N+](C)(C)CCOC1CC2CCC1(C)C2(C)C (stereo not given)	-68%	-19%	-20%	0%	-11%	-1%	?	13µM*	14%	-21%	-5%
Cc1ccc(CNC(=O)CCC(=O)Nc2nnc(C)s2)cc1	14%	9%	-1%	1%	-6%	5%	-12%	-8%	-9%	4%	1%
Cc1cc(NC(=O)CSc2nc3ccccc3cc2C#N)no1	?	-1%	?	?	?	32%[activator]	-8%	23%	?	19%	18%
O=C(C1CC1)N(CCc1ccccc1)Cc1nc2ccccc2c(=O)[nH]1	-14%	3%	-5%	1%	-1%	0%	?	-27%	10%	-4%	-4%
Cc1cc(C)c2nc(NC(=O)C3CCCO3)sc2c1 (stereo not given)	16µM*	4%	-27%	3.8µM*	4µM*	52%[activator]	-3%	0%	-17%	?	3.5µM*
CC1CCCN(C(=O)C2CCN(S(=O)(=O)c3ccc4c(c3)CC(C)N4C(=O)C3CC3)CC2)C1 (stereo not given)	0%	-2%	-8%	-1%	-6%	-3%	-8%	-4%	0%	-7%	1%[9.26 µM]
Cc1nc(NCCN2CCOCC2)c2oc3ccccc3c2n1	-10%	-7%	7%	4%	0%	-7%	-2%	-9%	10%	-6%	-4%
CCOC(=O)C1CCN(c2cc3c(cc2NC(=O)c2ccc(F)cc2)n(C)c(=O)n3C)CC1	-14%	0%	11%	5%	17%	-7%	-14%	3%	2%	-1%	-7%
CCCNC(=S)NC1CC2CCC(C1)N2Cc1ccccc1 (stereo not given)	-35%	?	0%	-1%	-2%	1%	-20%	0%	2%	-7%	1%
CCOC(=O)N1CCN(C(=O)COc2ccc(S(=O)(=O)NCc3ccccc3)cc2)CC1	-2%[1.84 µM]	-2%	2%	2%	-4%	-7%	19%	-6%	-1%	4%	-3%
COc1ccc(CCn2c(C)cc(C(=O)CSc3nnnn3-c3ccccc3)c2C)cc1	-14%	3%	6%	5%	0%	-1%	-12%	-6%	-12%	1%	0%
CN(C)CCNC(=O)/C(=C/c1cccc([N+](=O)[O-])c1)NC(=O)c1ccccc1	25%	1%	-6%	-1%	-3%	·	-2%	-3%	2%	-10%	2%
Cc1cccc(NC(=O)c2ccc(S(=O)(=O)NCc3ccco3)cc2)n1	54%	-10%	?	-11%	?	·	·	·	·	?	2%
C/C(=N\NC(=O)c1ccoc1C)c1cccc2ccccc12	0%	0%	0%	-19%	-1%	16%	13µM*	-8%	-26%	4%	6%
CCOC(=O)N1CCC(n2c(SCC(=O)NCc3ccccc3)nc3ccccc3c2=O)CC1	-48%	6%	1%	2%	-3%	-10%	-45%	-5%	-12%	6%	-4%
CN(C)C(CNC(=O)c1ccc(NC(=O)c2cccs2)cc1)c1ccccc1 (stereo not given)	-1%	1%	-5%	0%	-3%	-2%	11%	22%	1%	0%	0%
O=C1NN(c2ccccc2)C(=O)/C1=C\c1cccn1-c1ccc(Cl)c([N+](=O)[O-])c1	-45%	-2%	19%	-3%	-2%	5%	-1%	-8%	9%	5%	0%
COc1cc(C(=O)O/N=C(\N)c2cccc([N+](=O)[O-])c2)cc(OC)c1OC	-30%	1%	8%	-2%	-3%	?	-22%	-13%	-2%	19%	7%
Cc1nnc(SCC(=O)Nc2ccc(S(=O)(=O)N3CCCC3)cc2)n1N	-17%	2%	-1%	1%	2%	-15%	0%	10%	0%	-4%	-4%

Entries listed so far that bear a hit mark in NPC1 prom act:
SMILES | BRCA1 expr act | uPA surface inh | Rab9 prom act | NPC1 prom act | RORg inh | MLL CXXC-DNA inh | p53 reactivation
Cc1cc(C)c2nc(NC(=O)C3CCCO3)sc2c1 (stereo not given) | 16µM* | 4% | -27% | 4µM* | -3% | -17% | ?

(listing goes on)
SMILES	BRCA1 expr act	uPA surface inh	Rab9 prom act	FLuc modulator	NPC1 prom act	MBNL1 CUG block	RORg inh	Gal4-VP16 FLuc	MLL CXXC-DNA inh	p53 reactivation	ELG1 genotoxic
O=C(N/N=C(\Cc1ncc[nH]1)c1ccccc1)c1ccncc1	-83%	-12%	-6%	3%	-10%	9%	-37%	-14%	16%	?	4%
CCC(CC)c1nnc(NC(=O)c2ccc(S(=O)(=O)N3CCc4ccccc4C3)cc2)s1	-3%	7%	-3%	3%	-3%	-8%	0%	-2%	10%	-2%	-6%
CC(C)CC(=O)Nc1cc(C(F)(F)F)ccc1N1CCOCC1	0%	-2%	5%	1%	8%	-7%	?	-7%	12%	-2%	1%
Cn1c(=O)[nH]c(=O)c2c1nc(N1CCCCCC1)n2CC(N)=O	3%	8%	-5%	-1%	2%	-4%	?	-1%	16%	-1%	5%
O=S(=O)(NCC(O)c1ccccc1)c1cc(Cl)sc1Cl (stereo not given)	4%	2%	7%	4%	0%	4%	-3%	?	-7%	-8%	-3%
O=C(NCc1ccc2c(c1)OCO2)C1CC(=O)N(CCc2ccc(F)cc2)C1 (stereo not given)	-7%	-1%	-2%	-1%	0%	-4%	15%	2%	3%	0%	-3%
CCOC(=O)Nc1cc(OCC)c(NC(=O)C2CC2)cc1OCC	11%	4%	-3%	-2%	-6%	0%	-3%	-1%	6%	2%	-3%
Cc1cc(NCC2CCCCC2)nc2ccccc12	-12%	18%	-2%	?	-1%	-4%	?	7%	2%	?	-1%
O=C(CN1C(=O)C2CC=CCC2C1=O)Nc1nnc(C2CC2)s1 (stereo not given)	-10%	-11%	-1%	·	-8%	·	·	·	·	2%	-1%
O=C(Nc1ccc(F)c(Cl)c1)c1ccc2c(c1)OCO2	?	-5%	1.3µM*	4.8µM*	1.8µM*	31%[activator]	37%	-10%	0%	-5%	?
O=C(NCCS(=O)(=O)N1CCN(c2ccccc2)CC1)c1ccco1	29%	3%	-4%	2%	-1%	·	·	·	·	0%	6%
C=CCN1C(=O)CN=C1Nc1cccc(C)c1	-12%	3%	6%	-9%	4%	4%	35%	0%	12%	13%	6%
CC1CCN(C(=O)CSc2nncn2-c2ccccn2)CC1	2%[1.84 µM]	0%	2%	?	9%	-1%	-17%[10 µM]	2%	-3%	2%	8%
C=C1CCN(c2ccc(C(=O)NCc3ccc(C)cc3)cc2[N+](=O)[O-])CC1	0%	-2%	12%	-2%	11%	11%	19%	1%	-5%	14%	2%
CCCCCc1cc(=O)oc2c(C(CCN3CCN(c4ccccc4)CC3)c3ccc(N(C)C)cc3)c(OC)cc(OC)c12 (stereo not given)	-6%	-8%	-7%	0%	-6%	-4%	-6%	3%	9%	0%	-6%
